Screening data as filed in PubChem BioAssay.
DDE Tn7 FP inh – inhibitors of Tn7 peptide binding to human fibrin DD(E); FP displacement of FITC-Tn7 peptide from fibrin DD(E); 0% = median of compound wells per plate; inhibition, % at 8.3 µM; 370,000 compounds, 0.13% hits; AID 720508;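 active = inhibition above the mean of compounds falling within the control limits plus 3 SD of them, cut at about 14% in these data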;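 note: 0% = plate median of compound wells and 100% = 10 µM Aha-Tn7 peptide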
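system = human fibrin DD(E) protein | quantity = DD(E) 2 µM final | medium = Tris/NaCl/CaCl2 buffer, pH 7.8 | also added = labelled Tn7 tracer, 0.1 µM | compound dosing = single point at 8.3 µM | timing = compound with protein 10 min, then 3 h after probe, room temperature | signal = FP measurement | benchmarks = Aha-Tn7 high control | repeats = one replicate per compound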
ARFGAP1 inh – rat ARFGAP1 inhibition; Arfgap1-stimulated ARF1 GTP hydrolysis, GDP FP detection; 360,000 compounds, 0.26% hits; inhibition, % at 16.5 µM;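 active = inhibition above a per-plate limit, mean inhibition of low control wells plus 3 SD, cut at about 25% in these data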;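 note: 0% = DMSO wells with enzyme and 100% = wells lacking Arfgap1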
Target sequence (Q62848 1-136 limits assumed): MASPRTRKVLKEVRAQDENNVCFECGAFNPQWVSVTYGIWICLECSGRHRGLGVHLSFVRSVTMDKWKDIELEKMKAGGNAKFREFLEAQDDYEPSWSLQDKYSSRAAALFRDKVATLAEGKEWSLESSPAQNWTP
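Material: truncated rat Arfgap1 GAP domain; Incubation: compound-enzyme preincubation 20 min, reaction 120 min, detection 60 min, 25 °C; Read-out: percent inhibition of Arfgap1-stimulated GTP hydrolysis; Technique: FP, GDP Alexa 633 tracer displaced from anti-GDP antibody, 620/688 nm; Controls: No-Arfgap1 wells (100%) versus DMSO full-reaction wells (0%); Replication: single well per compound.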
proKLK7 act – activators of human kallikrein-7 zymogen; P49862; purified proKLK7, EDANS-DABCYL substrate fluorescence; 100% is mature enzyme control, 0% vehicle; activation, % at 7 µM; 370,000 compounds, 0.9% hits; AID 652039;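 active = activation above the mean of all tested compounds plus 3 SD, computed per campaign excluding outliers beyond control limits, cut at about 13% in these data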
Target sequence (P49862 whole entry, looked up): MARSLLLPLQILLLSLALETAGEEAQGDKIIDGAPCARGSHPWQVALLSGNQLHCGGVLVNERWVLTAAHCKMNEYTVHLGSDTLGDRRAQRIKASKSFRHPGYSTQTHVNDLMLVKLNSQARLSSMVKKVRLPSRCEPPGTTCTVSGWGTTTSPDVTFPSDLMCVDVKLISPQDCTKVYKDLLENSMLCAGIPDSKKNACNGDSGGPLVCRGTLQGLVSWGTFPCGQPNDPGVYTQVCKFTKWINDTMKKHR
PLC-gamma1 inh – PLC-gamma1 (human) inhibition, primary screen. P19174. purified PLC-gamma1, fluorogenic substrate, fluorescence. inhibition, % at 12.2 µM. 370,000 compounds, 0.84% hits; in the data active = inhibition above about 9.5%
UHRF1 binding – human UHRF1 methylated DNA binding inhibitors. Q96T88. UHRF1 binding to methylated oligo, TR-FRET. inhibition, % at 4.4 µM. 370,000 compounds, 0.75% hits. AID 687016; in the data active = inhibition above about 21%;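 note: UHRF1 SRA domain binding a hemimethylated CpG hairpin DNA probe; 0% = median of test compound wells and 100% = reference inhibitor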
NR1D1 modulator – modulates human Rev-erb alpha binding to DNA; P20393; Rev-erbα–FITC-DNA binding, fluorescence polarization, 90 min; activity, % at 10 µM; 370,000 compounds, 0.79% hits; AID 1259318;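 active = activity above about 14%, limit read from the data; passing the limit was not always enough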;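 note: 0% = DMSO wells with 35 nM protein and 100% = DMSO wells with 750 nM protein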
Tn6 DDE FP – inhibitors of Tn6 peptide binding to human fibrin DD(E). inhibition, % at 8.3 µM. Fibrin DD(E) TRITC-Tn6 fluorescence polarization displacement. P02675. 370,000 compounds, 0.21% hits;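 active = inhibition above a per-campaign cutoff: mean of compounds within control limits plus 3 SD, cut at about 15% in these data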;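 note: 0% = median of all compound wells on the plate and 100% = blocking peptide control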
HGIII-sPLA2 inh – Inhibits HGIII-sPLA2 liposome hydrolysis, primary screen | 370,000 compounds, 0.56% hits | AID 743126 | QFRET BODIPY PC-A2 liposome hydrolysis, fluorescence | inhibition, % at 12.2 µM;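 active = inhibition above mean plus 3 SD of compounds lying within the high and low control bounds, cut at about 19% in these data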;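 note: 0% = median of test compound wells and 100% = no enzyme DMSO wells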
Target sequence (Q9NZ20 whole entry, looked up): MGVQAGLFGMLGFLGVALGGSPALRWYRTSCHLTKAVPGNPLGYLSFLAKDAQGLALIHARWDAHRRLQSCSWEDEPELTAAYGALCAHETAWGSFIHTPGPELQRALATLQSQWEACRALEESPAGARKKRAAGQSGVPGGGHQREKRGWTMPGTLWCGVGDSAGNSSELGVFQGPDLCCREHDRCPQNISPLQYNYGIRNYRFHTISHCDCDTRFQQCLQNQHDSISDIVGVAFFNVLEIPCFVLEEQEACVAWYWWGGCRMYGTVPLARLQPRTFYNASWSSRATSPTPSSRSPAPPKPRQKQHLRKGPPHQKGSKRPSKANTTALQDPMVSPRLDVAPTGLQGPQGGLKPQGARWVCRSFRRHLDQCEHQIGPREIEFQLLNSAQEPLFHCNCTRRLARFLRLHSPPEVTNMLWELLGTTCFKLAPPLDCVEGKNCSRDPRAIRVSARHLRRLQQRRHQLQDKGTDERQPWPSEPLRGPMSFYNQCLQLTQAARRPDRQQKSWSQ
PLCb3 inh – PLC-beta3 (human) inhibition, primary screen; inhibition, % at 12.2 µM; 370,000 compounds, 0.18% hits; Q01970; Purified PLC-beta3, fluorogenic substrate, fluorescence; in the data active = inhibition above about 11%;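 note: 0% = median of compound wells on plate and 100% = full blocker control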
ASAP1 GAP inh – inhibitors of human ASAP1 ArfGAP activity. 360,000 compounds, 0.19% hits. ASAP1-stimulated ARF1 GTP hydrolysis, GDP FP detection. inhibition, % at 16.5 µM; in the data active = inhibition above about 25%;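 note: 0% = vehicle with enzyme and substrate and 100% = no enzyme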
Starred values were filed as active, the others as inactive.

`CCc1ccccc1NC(=O)CN(C)C(=O)CSc1nc2cc(Cl)ccc2s1` gave DDE Tn7 FP inh 8, ARFGAP1 inh -10, proKLK7 act -0.8, PLC-gamma1 inh -4, UHRF1 binding 6, NR1D1 modulator -3, Tn6 DDE FP -3, HGIII-sPLA2 inh 13, PLCb3 inh -4 and ASAP1 GAP inh -1.
For Cc1nnc2c(N3CCN(CCO)CC3)nc3ccccc3n12 the results were DDE Tn7 FP inh -1, ARFGAP1 inh -1, proKLK7 act 0.7, PLC-gamma1 inh 0, UHRF1 binding -6, NR1D1 modulator 0, Tn6 DDE FP 0, HGIII-sPLA2 inh 2, PLCb3 inh -6 and ASAP1 GAP inh 9.
For N#Cc1c(NC(=O)c2nc3ncccn3n2)sc2c1CCCCC2 the results were DDE Tn7 FP inh -1, ARFGAP1 inh 2, proKLK7 act 0.2, PLC-gamma1 inh 4, UHRF1 binding 3, NR1D1 modulator 5, Tn6 DDE FP 2, HGIII-sPLA2 inh 9, PLCb3 inh -2 and ASAP1 GAP inh -3.
For COCCCNC(=S)N1CCN(C(c2ccccc2)c2ccccc2)CC1 the results were DDE Tn7 FP inh 1, ARFGAP1 inh -9, proKLK7 act 0.2, PLC-gamma1 inh 2, UHRF1 binding 2, NR1D1 modulator 0, Tn6 DDE FP 0, HGIII-sPLA2 inh -1, PLCb3 inh -5 and ASAP1 GAP inh -1.
COC(=O)C(NS(=O)(=O)c1ccc(F)cc1)c1ccccc1 (stereo not given) was read as DDE Tn7 FP inh -3, ARFGAP1 inh 1, proKLK7 act 0.2, PLC-gamma1 inh 1, UHRF1 binding -2, NR1D1 modulator -1, Tn6 DDE FP 4, HGIII-sPLA2 inh -1, PLCb3 inh 0 and ASAP1 GAP inh -4.
Cc1cn([C@H]2C[C@H](O)[C@@H](CCC(=O)NCc3cccc4ccccc34)O2)c(=O)[nH]c1=O was read as DDE Tn7 FP inh 4, ARFGAP1 inh -9, proKLK7 act -0.2, PLC-gamma1 inh 3, UHRF1 binding -2, NR1D1 modulator 1, Tn6 DDE FP 7, HGIII-sPLA2 inh 3, PLCb3 inh 3 and ASAP1 GAP inh -9.
COc1cc2c(cc1OC)CN(C(=O)Cc1ccc(OC)c(S(=O)(=O)N3CCOCC3)c1)CC2 was read as DDE Tn7 FP inh -5, ARFGAP1 inh -1, proKLK7 act 0.5, PLC-gamma1 inh -10, UHRF1 binding 4, NR1D1 modulator 2, Tn6 DDE FP -1, HGIII-sPLA2 inh 11, PLCb3 inh -23 and ASAP1 GAP inh 9.
For CCC(O)(CC)C(=O)NN(C(=O)CCl)c1ccccc1 the results were DDE Tn7 FP inh -4, ARFGAP1 inh 6, proKLK7 act 0.6, PLC-gamma1 inh 2, UHRF1 binding -1, NR1D1 modulator 2, Tn6 DDE FP 4, HGIII-sPLA2 inh 3, PLCb3 inh 0 and ASAP1 GAP inh -12.
CCC(=O)N1CCc2cc(S(=O)(=O)CCC(=O)NCc3ccccc3OC)ccc21 was read as DDE Tn7 FP inh 6, ARFGAP1 inh 1, proKLK7 act 0.2, PLC-gamma1 inh 2, UHRF1 binding -3, NR1D1 modulator 5, Tn6 DDE FP 5, HGIII-sPLA2 inh 3, PLCb3 inh -8 and ASAP1 GAP inh -5.
`C#CCOCCOCCOCCNc1nc(N2CCOCC2)nc(N2CCN(C(=O)Cn3cc(CCCN=C(N)N)nn3)CC2)n1` gave DDE Tn7 FP inh 2, ARFGAP1 inh 9, proKLK7 act 0.1, PLC-gamma1 inh -1, UHRF1 binding 4, NR1D1 modulator -3, Tn6 DDE FP 5, HGIII-sPLA2 inh 6, PLCb3 inh 3 and ASAP1 GAP inh -9.
Screening Cc1ccc(-n2nnnc2CNC(=O)c2ccc3c(c2)OCO3)cc1C returned DDE Tn7 FP inh 4, ARFGAP1 inh -7, proKLK7 act 1.1, PLC-gamma1 inh 2, UHRF1 binding 0, NR1D1 modulator -2, Tn6 DDE FP -5, HGIII-sPLA2 inh 0, PLCb3 inh 2 and ASAP1 GAP inh -5.
`CSCCC(NC(=O)c1ccccc1Br)C(=O)NCC1CCCCC1` (stereo not given) gave DDE Tn7 FP inh 2, ARFGAP1 inh 6, proKLK7 act -0.1, PLC-gamma1 inh -2, UHRF1 binding 0, NR1D1 modulator -2, Tn6 DDE FP -1, HGIII-sPLA2 inh 0, PLCb3 inh -4 and ASAP1 GAP inh 10.
`Cc1cccc(/C(N)=N/OC(=O)c2ccco2)c1` gave DDE Tn7 FP inh 7, ARFGAP1 inh -2, proKLK7 act -0.2, PLC-gamma1 inh 4, UHRF1 binding -3, NR1D1 modulator 5, Tn6 DDE FP -4, HGIII-sPLA2 inh -2, PLCb3 inh 2 and ASAP1 GAP inh -2.
Screening COc1cccc(CC(=O)OCC(=O)NNC(=O)c2ccc([N+](=O)[O-])cc2)c1 returned DDE Tn7 FP inh -2, ARFGAP1 inh -17, proKLK7 act -0.5, PLC-gamma1 inh 1, UHRF1 binding 3, NR1D1 modulator -8, Tn6 DDE FP 6, HGIII-sPLA2 inh -3, PLCb3 inh -7 and ASAP1 GAP inh 13.
`CCOC(=O)c1cnc(SCC(=O)N2CCc3ccccc32)nc1N` gave DDE Tn7 FP inh -2, ARFGAP1 inh 12, proKLK7 act 0.3, PLC-gamma1 inh 2, UHRF1 binding 13, NR1D1 modulator 49*, Tn6 DDE FP 3, HGIII-sPLA2 inh 3, PLCb3 inh 5 and ASAP1 GAP inh 2.
Screening CCc1ccc(C(=O)Nc2ccc(OC)c(S(=O)(=O)N3CCOCC3)c2)cc1 returned DDE Tn7 FP inh -2, ARFGAP1 inh -2, proKLK7 act -0.1, PLC-gamma1 inh -1, UHRF1 binding 0, NR1D1 modulator 3, Tn6 DDE FP -2, HGIII-sPLA2 inh 2, PLCb3 inh -4 and ASAP1 GAP inh -3.
`CSc1cccc(CN2CCC(n3nccc3NC(=O)C3CC3)CC2)c1` gave DDE Tn7 FP inh 3, ARFGAP1 inh -7, proKLK7 act -0.6, PLC-gamma1 inh 3, UHRF1 binding -1, NR1D1 modulator -10, Tn6 DDE FP -1, HGIII-sPLA2 inh 3, PLCb3 inh -3 and ASAP1 GAP inh 2.
For COCCn1c(C)cc(C(=O)COc2cccnc2[N+](=O)[O-])c1C the results were DDE Tn7 FP inh 2, ARFGAP1 inh -4, proKLK7 act 0.6, PLC-gamma1 inh 1, UHRF1 binding -4, NR1D1 modulator 0, Tn6 DDE FP -4, HGIII-sPLA2 inh 3, PLCb3 inh -4 and ASAP1 GAP inh -13.
`CCNC(=O)N1CCN(c2ccc(N3CCN(Cc4ccccc4)[C@@H](C)C3)c(C)c2)[C@@H](C)C1` gave DDE Tn7 FP inh -1, ARFGAP1 inh 3, proKLK7 act 0.1, PLC-gamma1 inh 1, UHRF1 binding 1, NR1D1 modulator -3, Tn6 DDE FP 10, HGIII-sPLA2 inh 18, PLCb3 inh -3 and ASAP1 GAP inh 7.
`CC(=O)/C(=N\Nc1ccccc1)Sc1nncn1C` gave DDE Tn7 FP inh -8, ARFGAP1 inh 5, proKLK7 act -0.1, PLC-gamma1 inh 6, UHRF1 binding -1, NR1D1 modulator -3, Tn6 DDE FP -2, HGIII-sPLA2 inh 6, PLCb3 inh 5 and ASAP1 GAP inh -7.
CCN(CC)CC(=O)N1c2ccccc2CCc2ccc(NC(=O)c3cc(OC)c(OC)c(OC)c3)cc21 was read as DDE Tn7 FP inh -2, ARFGAP1 inh 11, proKLK7 act 0.7, PLC-gamma1 inh -5, UHRF1 binding 0, NR1D1 modulator -2, Tn6 DDE FP -5, HGIII-sPLA2 inh -16, PLCb3 inh -11 and ASAP1 GAP inh 12.
`O=C(COC(=O)c1ccc[nH]c1=O)c1ccc(Cl)s1` gave DDE Tn7 FP inh 1, ARFGAP1 inh -11, proKLK7 act 0.4, PLC-gamma1 inh 7, UHRF1 binding 0, NR1D1 modulator 2, Tn6 DDE FP -5, HGIII-sPLA2 inh -3, PLCb3 inh 2 and ASAP1 GAP inh -10.
Screening CCOC(=O)c1c(OCC)[nH]c2ccc(O)cc12 returned DDE Tn7 FP inh -8, ARFGAP1 inh -2, proKLK7 act -0.4, PLC-gamma1 inh 3, UHRF1 binding 0, NR1D1 modulator -4, Tn6 DDE FP 0, HGIII-sPLA2 inh 4, PLCb3 inh 3 and ASAP1 GAP inh 14.
Screening CCOC(=O)C1(Cc2ccccc2C#N)CCCCC1=O (stereo not given) returned DDE Tn7 FP inh -1, ARFGAP1 inh 1, proKLK7 act -0.7, PLC-gamma1 inh 1, UHRF1 binding 1, NR1D1 modulator -1, Tn6 DDE FP -8, HGIII-sPLA2 inh 8, PLCb3 inh -4 and ASAP1 GAP inh 8.
`CC1(c2ccc3ccccc3c2)CCC(=O)O1` (stereo not given) gave DDE Tn7 FP inh -1, ARFGAP1 inh -4, proKLK7 act -0.5, PLC-gamma1 inh 2, UHRF1 binding -2, NR1D1 modulator -3, Tn6 DDE FP 11, HGIII-sPLA2 inh 0, PLCb3 inh 2 and ASAP1 GAP inh 3.
Screening Cc1[nH]c(=O)[nH]c(=O)c1/C=N/NC(=O)[C@@H](N)CC(C)C returned DDE Tn7 FP inh 5, ARFGAP1 inh 4, proKLK7 act 0.2, PLC-gamma1 inh -7, UHRF1 binding -1, NR1D1 modulator -1, Tn6 DDE FP -2, HGIII-sPLA2 inh -1, PLCb3 inh -18 and ASAP1 GAP inh -4.
CCOC(=O)CSc1nnc(NC(=O)CN2CCCCC2)s1 was read as DDE Tn7 FP inh 7, ARFGAP1 inh 5, proKLK7 act 0.5, PLC-gamma1 inh 1, UHRF1 binding 1, NR1D1 modulator 0, Tn6 DDE FP 2, HGIII-sPLA2 inh 1, PLCb3 inh -1 and ASAP1 GAP inh -3.
CCN(CC)CCCNC(=O)C(C)Sc1nc(-c2ccccc2)cc(C(F)(F)F)n1 (stereo not given) was read as DDE Tn7 FP inh 4, ARFGAP1 inh 6, proKLK7 act 0.2, PLC-gamma1 inh 3, UHRF1 binding 1, NR1D1 modulator 1, Tn6 DDE FP 2, HGIII-sPLA2 inh 2, PLCb3 inh -4 and ASAP1 GAP inh 4.
O=C(Nc1ccccc1)Nc1c(-c2ccccc2)nc2ncccn12 was read as DDE Tn7 FP inh -2, proKLK7 act 10, PLC-gamma1 inh -479, UHRF1 binding 0, NR1D1 modulator -4, Tn6 DDE FP -4, HGIII-sPLA2 inh 0 and PLCb3 inh inactive.
Cc1ccc(C)c(OCCOCCN2CC(C)OC(C)C2)c1C (stereo not given) was read as DDE Tn7 FP inh -6, ARFGAP1 inh -4, proKLK7 act 0.2, PLC-gamma1 inh 7, UHRF1 binding 4, NR1D1 modulator 3, Tn6 DDE FP -6, HGIII-sPLA2 inh 2, PLCb3 inh 3 and ASAP1 GAP inh 3.
